CAL PDZ FP-1 – untagged CAL PDZ binding inhibitors, primary screen, biochemical, fluorescence polarization, HTS | purified CAL PDZ, TMR-peptide fluorescence polarization, 1 h | inhibition, % at 24.9 µM | hit rate 0.92% among 300,000 | AID 602252, 2012;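 active means mean inhibition of at least 30% with at least half of replicates also reaching 30%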;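 further: 0% = DMSO neutral control and 100% = excess unlabeled competitor peptide PRC23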
phage Ecoli inh – growth loss of phage-infected E. coli, primary screen, RecBCD inhibitor project, absorbance, with phage, HTS | hit rate 0.26% among 360,000 | inhibition, % at 11.9 µM; in the data active means inhibition above about 11%
CAL PDZ FP-2 – CAL PDZ peptide-binding inhibitors, primary screen, biochemical, fluorescence polarization, Cer-tagged CAL PDZ, HTS; purified CAL PDZ, TMR-peptide fluorescence polarization, 1 h; inhibition, % at 20 µM; AID 504414, 2011; hit rate 0.02% among 330,000; Golgi-associated PDZ and coiled-coil motif-containing protein (Homo sapiens), Q9HD26;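 active means highest replicate inhibition of at least 40%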;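 further: plate controls were DMSO neutral control wells for no effect and unlabeled competitor peptide control wells for full effect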
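material = purified tagged CAL PDZ domain construct (CerCALP) | buffer or medium = sodium phosphate/NaCl buffer pH 7.4 with TCEP, IgG, Thesit | reagent = TMR-labelled reporter peptide T*-PRC34 bound in PDZ groove | incubation = 1 h room-temperature incubation prior to read | measured by = fluorescence polarization (mP) | evaluation = percent inhibition from loss of millipolarization | control set = unlabelled peptide and DMSO controls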
Ecoli viability – E. coli V3065 growth inhibition, primary screen, counter-screen for AddAB inhibitor project, absorbance, OD600 | 18 h | inhibition, % at 11.9 µM | hit rate 0.27% among 330,000 | AID 449728, 2010;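 active means inhibition above the campaign's mean inhibition across all tested compounds plus 3 SD, cut at about 9.9% in these data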;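 further: uninfected addAB+ strain grown without phage in ampicillin broth; 0% = DMSO wells and 100% = ciprofloxacin 0.95 µg/ml wells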
MITF act – activators of MITF-driven TRPM1 promoter reporter, primary screen, cell-based, SK-MEL-5, luciferase, single point | SK-MEL-5 TRPM1-promoter luciferase, 24 h; % of positive control, neutral wells = 0 | activation, % at 12.5 µM | hit rate 0.75% among 300,000 | AID 588334, 2011;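 active means mean activation of at least 80% with every replicate also reaching 80%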;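 further: 0% = neutral control wells and 100% = parthenolide positive control wells; values of inactives mirror those of a sister screen read the other way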
Tat transport – E. coli Tat export inhibitors, primary screen, MC4100, TorA-mCherry reporter, fluorescence, single point | hit rate 0.036% among 340,000 | inhibition, % at 10 µM;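 active means mean replicate inhibition at least 50% and at least half of replicates individually reaching 50%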;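 further: exported cargo escapes ClpAP degradation while cytoplasmic cargo is degraded and loses fluorescence; 0% = median of neutral control wells and 100% = median of NaSCN control wells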
SR-BI uptake up – activators of SR-BI mediated DiI-HDL uptake, primary screen, ldlA[mSR-BI] CHO cells, DiI fluorescence; 3 h; 100 = double the neutral-control signal; activation, % at 12.5 µM; hit rate 0.096% among 320,000; AID 504775, 2011;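 active means mean replicate activation of at least 60% and every replicate at or above 60%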;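 further: 0% = median plate neutral-control signal and 100% = twice that signal; values of inactives mirror those of a sister screen read the other way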
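Test system: SR-BI-overexpressing, LDLR-lacking CHO cells; Medium: Ham's F12 with 0.5% BSA, HEPES 25 mM, pH 7.4; Schedule: 3 h, 37 °C; Technique: bottom-read fluorescence, 550/595 nm.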
AddAB inh – growth inhibition of E. coli expressing H. pylori AddAB, primary screen, AddAB inhibitor project, absorbance; inhibition, % at 11.9 µM; hit rate 0.29% among 330,000; in the data active means inhibition above about 12%;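 further: 0% = vehicle wells of infected cells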
Wnt bcat act – Wnt/beta-catenin pathway activators, primary screen, cell-based, plate reader, single point; hit rate 1.2% among 300,000; activation, % at 9.35 µM; Wnt/beta-catenin reporter cell assay, activator; AID 743398, 2014; in the data active means activation above about 30%, passing the limit was not always enough;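 further: 0% = neutral control wells and 100% = positive control wells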
SR-BI DiI inh – inhibitors of SR-BI mediated HDL lipid uptake, primary screen, ldlA[mSR-BI] cells, fluorescence, single point; hit rate 0.96% among 320,000; ldlA[mSR-BI] CHO cells, DiI-HDL uptake fluorescence, 3 h; inhibition, % at 12.5 µM; Scavenger receptor class B member 1 (Mus musculus), Q61009;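 active means mean replicate inhibition of at least 70% and a set share of replicates each scoring 70 or more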;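 further: 0% = median of neutral control wells and 100% = median of positive control wells; values of inactives mirror those of a sister screen read the other way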
Target sequence (Q61009 whole entry, looked up): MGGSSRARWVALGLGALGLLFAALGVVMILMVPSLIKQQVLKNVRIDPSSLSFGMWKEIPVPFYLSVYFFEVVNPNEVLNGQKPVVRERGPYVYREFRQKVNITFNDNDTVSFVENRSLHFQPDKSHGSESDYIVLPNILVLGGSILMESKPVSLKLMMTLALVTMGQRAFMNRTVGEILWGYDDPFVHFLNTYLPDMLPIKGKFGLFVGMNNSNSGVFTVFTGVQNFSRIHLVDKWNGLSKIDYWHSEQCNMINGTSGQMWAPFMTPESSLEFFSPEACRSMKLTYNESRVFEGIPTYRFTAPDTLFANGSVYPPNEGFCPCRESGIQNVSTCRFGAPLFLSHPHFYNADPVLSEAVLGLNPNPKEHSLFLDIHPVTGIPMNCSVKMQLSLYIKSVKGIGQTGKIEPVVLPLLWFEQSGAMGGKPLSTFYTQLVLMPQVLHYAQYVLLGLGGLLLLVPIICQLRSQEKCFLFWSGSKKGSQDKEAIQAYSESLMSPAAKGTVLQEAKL
Starred values were filed as active, the others as inactive; . = no result given.

SMILES	CAL PDZ FP-1	phage Ecoli inh	CAL PDZ FP-2	Ecoli viability	MITF act	Tat transport	SR-BI uptake up	AddAB inh	Wnt bcat act	SR-BI DiI inh
COc1ccc(S(=O)(=O)N(CC(C)C)CC(C)C)c2cccnc12	.	1.1	-1.3	-2.4	0	3	-25	-1.9	1	25
O=C(O)CSCC(=O)Nc1ccc(Cl)cc1C(F)(F)F	-2	2.2	-0.6	2.1	9	3	15	3.0	2	-15
Cc1cccnc1Nc1nc(-c2ccc(O)c(O)c2)cs1	-1	3.1	0.0	1.5	45	1	-23	-0.1	15	23
Cc1ccc(NC(=O)c2cc(-c3ccccc3)n[nH]2)cc1	.	1.6	-1.8	.	77	-1	2	.	13	-2
Clc1ccc(C(c2nnnn2C2CCCC2)N2CCSCC2)cc1 (centres undefined)	-1	3.5	-3.0	-1.2	12	-1	-39	1.1	-1	39
Cc1ccc(-n2ncc3c2CC(C)(C)CC3NC(=O)C2CCOCC2)cc1 (centres undefined)	-5	0.5	-0.2	0.8	3	1	.	4.0	0	-21
O=C(NNC(=O)C1CCN(c2ncccn2)CC1)c1ccc(Cl)cc1	-4	1.2	-0.8	0.1	-1	-11	-14	-0.2	0	14
Cc1ccccc1-n1nc2c(c1NC(=O)CCCl)CSC2	-2	3.7	0.0	-0.1	3	-1	25	2.3	0	-25
COc1cc2c(cc1OC)C(COc1ccccc1OC)N(C(=O)C(C)(C)C)CC2 (centres undefined)	2	-1.7	-1.9	0.3	-3	-9	-21	2.1	-1	21
CC(=O)c1ccc(NC(=O)CCc2nc3sc4c(c3c(=O)[nH]2)CCCC4)cc1	0	-0.1	-1.3	0.2	10	8	6	0.0	-1	-6
NS(=O)(=O)c1ccc(NC(=O)COc2ncnc3c2cnn3-c2ccccc2)cc1	-2	1.4	-3.4	0.1	-3	27	.	-0.2	-2	.
CCc1ccc(NC(=S)NCc2ccccc2)cc1	49*	-0.5	-1.0	1.4	12	0	17	1.8	1	-17
Cc1ccc(Cn2c(NCCc3ccccc3)nc3c2c(=O)n(C)c(=O)n3C)cc1	0	0.6	-2.4	-0.4	14	-2	-15	-0.5	.	15
O=C1CN(C(=O)COC(=O)C2CC(=O)N(Cc3ccco3)C2)c2ccccc2N1 (centres undefined)	0	1.4	1.0	-0.4	0	1	19	3.5	.	-19
O=S(=O)(c1ccc(F)cc1)N1CCN(c2ncnc3c2cnn3-c2ccccc2)CC1	0	-0.2	-0.3	2.4	-1	4	-2	3.6	.	2
Cc1c(Cl)cccc1NC(=O)CNC(=O)C1CC(=O)N(CCc2ccccc2)C1 (centres undefined)	-2	7.2	-0.2	-0.9	-1	-3	-2	-0.8	-1	2
CC(NC(=O)c1ccc2c(c1)OCCO2)c1ccc(S(N)(=O)=O)cc1 (centres undefined)	2	4.1	-1.3	-0.2	3	-2	15	1.0	-1	-15
COc1ccc(-n2nc(C(=O)NCc3ccco3)c3c4ccccc4n(C)c3c2=O)cc1Cl	-6	2.5	.	0.5	.	2	-61	4.5	.	61
Cc1cc2c(cc1S(=O)(=O)N1CCc3ccccc31)NC(=O)CO2	1	3.2	-2.6	-1.7	-5	-8	-48	-1.8	-1	48
Nc1c(C(=O)OCC(=O)Nc2ccccc2Br)[nH]c(=O)[nH]c1=O	-10	1.9	0.3	0.4	-7	-9	3	-1.5	-8	-3
Cc1cc(C)c(NC(=O)COC(=O)COc2ccc3c(C)cc(=O)oc3c2)c(Cl)c1	-8	1.9	-0.1	1.1	-1	-6	8	3.8	3	-8
Cc1ccccc1NC(=O)/C(=C/c1ccco1)c1ccccc1	.	1.6	0.0	-1.1	6	1	5	1.6	.	-5
CCCc1nn2c(=O)c(C(c3cccc(Cl)c3)c3c(O)nc4sc(CCC)nn4c3=O)c(O)nc2s1	-3	2.4	-1.0	-2.0	-7	-1	29	-0.7	.	-29
O=[N+]([O-])c1ccc(-n2cc(-c3ccccc3)nn2)cc1	0	0.9	-2.7	-1.6	79	-1	-28	-1.2	12	28
COc1ccc(S(=O)(=O)NC2(C(F)(F)F)NC(=O)N(CCc3ccccc3)C2=O)cc1 (centres undefined)	-2	1.1	-2.7	0.5	.	-17	.	2.9	1	.
CCOc1ccccc1N1CCN(C(=O)c2ccncc2)CC1	-3	0.8	-2.2	-0.7	2	0	10	-0.1	0	-10
O=C(CSc1nc2ccccc2[nH]1)NCC1CCCO1 (centres undefined)	40*	2.9	-2.2	-0.8	6	-3	9	0.9	-3	-9
COc1ccc(C(=O)N2CC(=O)Nc3ccc(C)cc3C2c2ccccc2)cc1 (centres undefined)	3	-0.6	-1.4	.	-2	3	0	.	1	0
O=[N+]([O-])c1ccc(/C=N\N2CCN(c3ccc(Cl)cc3)CC2)cc1	-3	0.8	-1.5	0.0	19	-1	-13	3.0	.	13
CSc1ccccc1C(=O)NCc1ccccc1	1	3.8	1.2	1.6	6	-2	14	2.9	2	-14
COCCN1C(=O)C(CC(=O)Nc2ccc(C(=O)O)cc2)SC1=Nc1ccccc1 (centres undefined)	-1	1.9	1.6	-2.9	-6	-7	7	0.7	.	-7
C=CCn1c(C(C)NC(=O)CCC)nc2ccccc21 (centres undefined)	7	-0.8	0.3	1.9	-9	3	24	1.6	-2	-24
Cc1ccccc1Cn1c(=O)c2c(nc3n2CCCN3Cc2ccccc2)n(C)c1=O	-2	1.6	0.4	0.4	5	4	-19	4.9	.	19
CN(Cc1ccccc1)C(=O)COc1ccccc1	34*	3.0	.	0.1	1	2	-3	3.7	-4	3
O=C(COc1ccc(/C=N/NC(=O)c2ccc(O)cc2)cc1)Nc1cccc([N+](=O)[O-])c1	.	1.2	-0.3	1.0	.	-8	-12	-0.2	-2	12
O=C1CCC(C(=O)NCCN2C(=O)S/C(=C\c3cccnc3)C2=O)=NN1	1	2.5	-0.9	-2.3	12	-7	49	-2.0	-3	-49
O=C(CSc1n[nH]c(-c2ccncc2)n1)Nc1ccccn1	-2	2.6	0.4	0.1	-3	3	7	3.8	.	-7
COc1ccc(OCC(=O)Nc2cc(NC(=O)c3ccco3)ccc2OC)cc1	-5	0.4	.	2.9	11	-1	-39	2.7	1	39
O=C(O)CNC(=O)c1ccc(NC(=O)/C(=C/c2ccccc2)NC(=O)c2ccccc2Br)cc1	-4	1.7	0.3	.	5	-6	.	.	-3	.
CCC(C)c1ccc(OCc2ccc(C(=O)OC)o2)cc1 (centres undefined)	-8	3.5	-0.8	-0.7	.	4	24	2.1	1	-24
CCOC(=O)C(CC)/C(C)=N/NC(=O)c1ccc([N+](=O)[O-])cc1 (centres undefined)	-3	1.8	-1.7	-1.1	1	-3	3	-2.1	.	-3
CCN(CC)CCN1C(=O)C(O)=C(C(C)=O)C1c1ccccc1[N+](=O)[O-] (centres undefined)	0	-0.7	-0.3	1.9	.	6	-7	3.2	3	7
CC(C)c1ccc(S(=O)(=O)N2CCN(C(=O)C3=COCCO3)CC2)cc1	.	0.1	-0.1	1.7	7	-6	6	0.7	-6	-6
CCOc1ccccc1N(C(=O)Cn1nnnc1-c1ccc(C)o1)C(CC)C(=O)NC(C)(C)C (centres undefined)	0	0.4	0.3	-4.0	16	0	-15	1.3	-3	15
COC(=O)c1cn(NC(=O)c2cccc(F)c2)c(=O)c2ccccc12	-25	2.4	.	1.6	.	-12	-34	1.6	-2	34
CCOC(=O)C1C(=O)C=C(c2ccc(NS(C)(=O)=O)cc2)CC1c1ccco1 (centres undefined)	-5	-0.5	-1.0	0.4	-4	13	-14	0.1	.	14
Cc1nc2nc[nH]n2c(=O)c1NC(=O)CCc1ccccc1	0	-0.2	-0.5	-0.2	-7	-4	6	5.3	-1	-6
O=C(COc1ccccc1Cl)Nc1ccc2c(c1)OCCO2	-5	1.1	.	1.3	54	1	9	-0.5	.	-9
CN1C(=O)[C@H]2[C@@H](/C=C/c3ccccc3)N3C(=O)CN(CCO)C(=O)[C@@]3(Cc3ccccc3)[C@H]2C1=O	0	2.6	0.2	-0.2	-11	5	19	2.8	2	-19
Cc1cc(C(=O)NNC(=S)NC(=O)/C=C/c2ccccc2Cl)n[nH]1	3	1.5	-3.6	-0.6	-19	5	4	1.4	.	-4

Limited to AddAB inh, CAL PDZ FP-1 and SR-BI uptake up (3 entries from above):
SMILES | AddAB inh | CAL PDZ FP-1 | SR-BI uptake up
COC(=O)c1cn(NC(=O)c2cccc(F)c2)c(=O)c2ccccc12 | 1.6 | -25 | -34
CN1C(=O)[C@H]2[C@@H](/C=C/c3ccccc3)N3C(=O)CN(CCO)C(=O)[C@@]3(Cc3ccccc3)[C@H]2C1=O | 2.8 | 0 | 19
CC(C)c1ccc(S(=O)(=O)N2CCN(C(=O)C3=COCCO3)CC2)cc1 | 0.7 | . | 6
